From PubChem BioAssay
EZH2 inh – inhibitors of human EZH2/PRC2 methyltransferase | PRC2 H3K27 methylation, DELFIA TRF, 1 h | Q15910 | 0.35% of 57,000 active | inhibition, % at 12.5 µM;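 active = mean inhibition of replicates at least 50% and every single replicate also reaching 50%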;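 note: dimethyl H3K27 on biotinylated H3 21-44 peptide detected by antibody; plate controls were median neutral control wells for no effect and median positive control wells for full effect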
Target sequence (Q15910 whole entry, looked up): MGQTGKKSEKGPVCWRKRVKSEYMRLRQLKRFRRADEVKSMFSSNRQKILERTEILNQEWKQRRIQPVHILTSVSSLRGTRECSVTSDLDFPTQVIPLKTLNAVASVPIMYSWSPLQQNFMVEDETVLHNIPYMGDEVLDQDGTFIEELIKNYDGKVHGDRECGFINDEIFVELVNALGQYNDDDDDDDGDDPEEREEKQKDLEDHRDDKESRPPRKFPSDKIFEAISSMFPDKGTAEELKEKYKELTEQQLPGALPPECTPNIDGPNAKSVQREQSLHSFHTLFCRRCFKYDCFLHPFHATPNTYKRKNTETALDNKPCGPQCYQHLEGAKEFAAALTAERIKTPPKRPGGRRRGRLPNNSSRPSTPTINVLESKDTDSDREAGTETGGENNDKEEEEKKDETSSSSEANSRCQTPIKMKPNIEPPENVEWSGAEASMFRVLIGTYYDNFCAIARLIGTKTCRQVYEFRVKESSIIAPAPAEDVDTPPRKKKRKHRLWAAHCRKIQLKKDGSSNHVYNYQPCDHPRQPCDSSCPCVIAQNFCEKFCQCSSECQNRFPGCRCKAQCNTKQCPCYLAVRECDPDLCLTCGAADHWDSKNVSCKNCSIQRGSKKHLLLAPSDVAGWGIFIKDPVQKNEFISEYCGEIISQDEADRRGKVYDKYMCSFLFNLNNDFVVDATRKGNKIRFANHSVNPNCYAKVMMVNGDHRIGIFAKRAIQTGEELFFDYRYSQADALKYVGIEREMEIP
IDH1 R132H inh – blocks human IDH1 R132H reductase activity. diaphorase/resazurin fluorescence, 60 min. inhibition, % at 10 µM. 0.18% of 70,000 active. AID 624101; in the data active = inhibition above about 34%;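 note: 0% = DMSO and 100% = no enzyme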
Starred values were filed as active, the others as inactive; . = no result given; & = joins results of further samples. This is a subset (hit frequency here may not be typical).

SMILES	EZH2 inh	IDH1 R132H inh
C[C@@H]1CN([C@@H](C)CO)C(=O)Cc2cc(NC(=O)NC3CCCCC3)ccc2O[C@@H]1CN(C)C(=O)Nc1ccccc1	11.5	2.8
C[C@H]1CN([C@@H](C)CO)C(=O)c2cccc(NC(=O)c3nc4ccccc4s3)c2O[C@H]1CN(C)Cc1ccc(-c2ccccc2)cc1	.	2.6
C[C@@H]1CN([C@@H](C)CO)C(=O)c2cccc(NS(=O)(=O)c3ccccc3)c2O[C@@H]1CN(C)S(C)(=O)=O	.	-3.2
C[C@H](CO)N1C[C@H](C)[C@@H](CN(C)Cc2cccnc2)Oc2ncc(-c3ccncc3)cc2C1=O	-0.9	4.9
C[C@@H]1CN([C@H](C)CO)C(=O)c2cc(-c3ccccc3F)cnc2O[C@@H]1CN(C)Cc1ccc(F)cc1	.	-0.5
NC(=S)c1cc(-c2ccccc2)c(C(F)(F)F)s1	2.4	-0.5
Cc1ccsc1/C=N/NC(=O)CCCCCCC(=O)O	-11.5	0.0
COCC(=O)N1C[C@H](C)[C@H](OC)CN(C)C(=O)c2cc(NC(=O)C3CCC3)ccc2OC[C@@H]1C	0.8	0.1
C[C@H]1CN([C@@H](C)CO)C(=O)Cc2cc(NC(=O)C3CCCCC3)ccc2O[C@H]1CN(C)S(=O)(=O)c1cn(C)cn1	.	0.2
Cc1noc(C)c1S(=O)(=O)Nc1ccc2c(c1)C(=O)N([C@@H](C)CO)C[C@H](C)[C@H](CN(C)S(=O)(=O)c1cn(C)cn1)O2	.	-0.1
COc1cc(CO)cc(I)c1O[C@H]1C=C(C(=O)NCCO)C[C@@H](NC[C@@H]2CCCO2)[C@@H]1O	-1.9	.
CC(C)NC(=O)Nc1ccc2c(c1)C(=O)N([C@@H](C)CO)C[C@@H](C)[C@H](CN(C)Cc1ccccc1)O2	6.1	2.2
C[C@H](CO)N1C[C@H](C)[C@H](CN(C)Cc2ccc(Oc3ccccc3)cc2)Oc2ccc(NC(=O)CCCN(C)C)cc2C1=O	-21.4	2.6
CO[C@@H]1CN(C)C(=O)c2ccc(NC(=O)C3CCOCC3)cc2OC[C@@H](C)N(Cc2cccnc2)C[C@H]1C	2.6	0.0
C[C@H](CO)N1C[C@H](C)[C@H](CN(C)C(=O)Nc2ccc(C(F)(F)F)cc2)Oc2ncc(-c3cccnc3)cc2C1=O	-6.1&6.3	0.4
Cc1ccc(S(=O)(=O)Nc2cccc3c2O[C@H](CN(C)Cc2ccc(C(F)(F)F)cc2)[C@@H](C)CN([C@@H](C)CO)C3=O)cc1	.	2.5
C[C@@H]1CCCCO[C@H](CN(C)CC2CCCCC2)[C@H](C)CN([C@@H](C)CO)C(=O)c2cc(NS(=O)(=O)c3cn(C)cn3)ccc2O1	.	2.6
CCC(=O)Nc1ccc2c(c1)C(=O)N(C)C[C@H](OC)[C@@H](C)CN[C@@H](C)CO2	2.3	0.3
COc1ccc(CN(C)C[C@@H]2OCCCC[C@H](C)Oc3ccc(NC(=O)Nc4ccc(F)cc4)cc3C(=O)N([C@H](C)CO)C[C@@H]2C)cc1	.	-0.2
C[C@H](CO)N1C[C@H](C)[C@@H](CN(C)S(C)(=O)=O)Oc2ccc(NC(=O)CCCCCC(=O)Nc3ccccc3N)cc2C1=O	-0.3	-0.2

Single records, from the list above. Order of values: EZH2 inh | IDH1 R132H inh
C[C@@H]1CCCCO[C@H](CN(C)CC2CCCCC2)[C@H](C)CN([C@@H](C)CO)C(=O)c2cc(NS(=O)(=O)c3cn(C)cn3)ccc2O1 is entered as . | 2.6
CC(C)NC(=O)Nc1ccc2c(c1)C(=O)N([C@@H](C)CO)C[C@@H](C)[C@H](CN(C)Cc1ccccc1)O2 is entered as 6.1 | 2.2
COc1cc(CO)cc(I)c1O[C@H]1C=C(C(=O)NCCO)C[C@@H](NC[C@@H]2CCCO2)[C@@H]1O is entered as -1.9 | .

The list goes on.
SMILES	EZH2 inh	IDH1 R132H inh
O=C(O)CSc1nnc(-c2sc3ccccc3c2Cl)n1-c1ccccc1	11.3	6.4
COc1ccccc1CNC(=O)C[C@H]1C[C@H]2c3cc(NC(=O)Cc4ccncc4)ccc3O[C@H]2[C@H](CO)O1	-1.1	-1.6
CCCC#Cc1cnc2c(c1)C(=O)N([C@@H](C)CO)C[C@@H](C)[C@@H](CN(C)C(=O)C1CCCCC1)O2	-11.4	-1.0
C[C@H](CO)N1C[C@H](C)[C@@H](CN(C)Cc2cccc(F)c2)Oc2ncc(C3=CCCCC3)cc2C1=O	-5.3	-0.9
C[C@@H]1CN([C@H](C)CO)S(=O)(=O)c2ccc(-c3cccc(F)c3)cc2O[C@@H]1CN(C)CC1CC1	-29.0	-0.1
CC(=O)N[C@@H]1CC[C@H](CC(=O)NCc2ccc(Cl)cc2)O[C@@H]1CO	-9.1	-0.2
COc1cccc(CNC(=O)C[C@H]2CC[C@@H](NC(C)=O)[C@@H](CO)O2)c1	2.8	0.1
C[C@H]1CCCCO[C@H](CN(C)C)[C@@H](C)CN([C@@H](C)CO)C(=O)c2cc(NC(=O)c3ccncc3)ccc2O1	0.3	-1.0
CNC[C@H]1OCCCC[C@H](C)Oc2ccc(NC(=O)Nc3ccc4c(c3)OCO4)cc2C(=O)N([C@H](C)CO)C[C@H]1C	7.2	.
C[C@H]1CN([C@@H](C)CO)C(=O)c2cccc(NS(=O)(=O)c3ccccc3)c2O[C@@H]1CN(C)C(=O)Nc1cccc2ccccc12	-11.9	1.9
C[C@@H]1CN([C@@H](C)CO)C(=O)c2cc(NC(=O)Nc3ccc(C(F)(F)F)cc3)ccc2O[C@@H](C)CCCCO[C@H]1CN(C)Cc1ccc(C(F)(F)F)cc1	.	-1.3
C[C@H](CO)N1C[C@H](C)[C@@H](CN(C)C(=O)CC2CC2)Oc2ncc(C#CC3CC3)cc2C1=O	-5.9	1.3
C[C@H]1CN([C@@H](C)CO)C(=O)Cc2cc(NS(C)(=O)=O)ccc2O[C@H]1CN(C)S(=O)(=O)c1ccccc1	.	-0.5
Cc1nn(CC(=O)NCc2ccccn2)c(C)c1[N+](=O)[O-]	-11.1	0.1
CC(C)C#Cc1ccc2c(c1)O[C@@H](CN(C)C(=O)C1CC1)[C@H](C)CN([C@H](C)CO)S2(=O)=O	18.5	.
C[C@@H]1CN([C@H](C)CO)C(=O)Cc2cc(NC(=O)Nc3ccc(F)cc3)ccc2O[C@H]1CN(C)Cc1ccc2c(c1)OCO2	.	0.8
CCC(=O)N(C)C[C@@H]1Oc2cc(C3=CCCCC3)ccc2S(=O)(=O)N([C@H](C)CO)C[C@H]1C	-17.8	.
CNC[C@@H]1OCCCC[C@H](C)Oc2ccc(NS(C)(=O)=O)cc2C(=O)N([C@@H](C)CO)C[C@H]1C	2.0	0.8
CC(C)=CCN(C(=O)C#Cc1ccccc1)[C@H](CO)c1ccccc1	20.8	.
CS(=O)(=O)Nc1ccc2c(c1)[C@@H]1C[C@@H](CC(=O)NCc3ccccc3)O[C@H](CO)[C@@H]1O2	0.5	0.0
CCC(=O)N[C@@H]1CC[C@H](CC(=O)NCCN2CCCCC2)O[C@@H]1CO	-3.9	0.1
CO[C@H]1CN(C)C(=O)c2cc(NC(=O)c3cc(C)on3)ccc2OC[C@@H](C)N(CC2CC2)C[C@H]1C	3.2	0.1
Cc1noc(C)c1NC(=O)Nc1cccc2c1O[C@H](CN(C)C)[C@H](C)CN([C@H](C)CO)C2=O	.	1.2
C[C@H]1CN([C@@H](C)CO)C(=O)Cc2cc(NS(=O)(=O)c3cccs3)ccc2O[C@@H]1CN(C)S(=O)(=O)c1cccs1	.	0.6
COc1ccc2c(c1)c(/C=C/c1nc3ccc(I)cc3c(=O)n1CCCO)c(C)n2C	.	0.2
C[C@H]1CCCCO[C@H](CN(C)C(=O)Nc2ccc3c(c2)OCO3)[C@@H](C)CN([C@@H](C)CO)C(=O)c2cc(NC(=O)c3ccccc3)ccc2O1	.	1.5
C[C@H]1CN([C@@H](C)CO)S(=O)(=O)c2ccc(/C=C/c3ccccc3)cc2O[C@H]1CN(C)C(=O)CN1CCOCC1	2.5	-1.3
Cc1ccccc1NC(=O)CCc1nc(-c2ccccc2F)no1	-3.6	0.3
C[C@@H]1CCCCO[C@H](CN(C)C(=O)Nc2ccccc2)[C@@H](C)CN([C@H](C)CO)C(=O)c2cc(NS(=O)(=O)c3ccc(F)cc3)ccc2O1	.	-1.2
Cn1cnc(S(=O)(=O)N[C@H]2C=C[C@H](CC(=O)NCC3CCCCC3)O[C@H]2CO)c1	9.4	0.7

Copied from the list:
Result of C[C@H]1CN([C@@H](C)CO)S(=O)(=O)c2ccc(/C=C/c3ccccc3)cc2O[C@H]1CN(C)C(=O)CN1CCOCC1 in EZH2 inh: 2.5
Result of Cn1cnc(S(=O)(=O)N[C@H]2C=C[C@H](CC(=O)NCC3CCCCC3)O[C@H]2CO)c1 in EZH2 inh: 9.4
Result of C[C@H]1CCCCO[C@H](CN(C)C(=O)Nc2ccc3c(c2)OCO3)[C@@H](C)CN([C@@H](C)CO)C(=O)c2cc(NC(=O)c3ccccc3)ccc2O1 in IDH1 R132H inh: 1.5

The list continues.
SMILES	EZH2 inh	IDH1 R132H inh
Cc1ccc(S(=O)(=O)N(C)C[C@H]2Oc3c(NC(=O)CCCCCC(=O)Nc4ccccc4N)cccc3C(=O)N([C@@H](C)CO)C[C@H]2C)cc1	8.0	0.3
COc1ccc(NC(=O)N(C)C[C@H]2Oc3ccc(NC(=O)CCCN(C)C)cc3C(=O)N([C@H](C)CO)C[C@H]2C)cc1	-2.9	0.5
OC[C@H]1O[C@@H](OCc2ccccc2)[C@H](O)[C@@H](O)[C@@H]1O	.	-0.2
CO[C@H]1CN(C)C(=O)c2ccc(NC(=O)c3ccccc3F)cc2OC[C@H](C)N(C(=O)c2ccccc2F)C[C@H]1C	2.4	-0.3
COc1ccccc1OCC(=O)Nc1ccccc1C(=O)N1C(C)CCCC1C (centres undefined)	-15.0	-0.6
C[C@H](CO)N1C[C@H](C)[C@@H](CN(C)S(=O)(=O)c2ccc(F)cc2)Oc2c(NC(=O)Nc3ccc(F)cc3)cccc2C1=O	.	1.8
CC(C)c1cn(CC[C@@H]2CC[C@H](NS(=O)(=O)c3ccc(Cl)cc3)[C@@H](CO)O2)nn1	-6.0	0.1
C[C@H]1CN([C@@H](C)CO)C(=O)Cc2cc(NS(=O)(=O)c3cn(C)cn3)ccc2O[C@H]1CN(C)CC1CCCCC1	-0.1	2.7
CN(c1ccccc1C(=O)NCC1CCCO1)S(C)(=O)=O (centres undefined)	7.0	0.3
COc1ccc(N(C(C)C(=O)Nc2cc(Cl)ccc2C)S(C)(=O)=O)cc1 (centres undefined)	-7.1	0.0
C[C@H](CO)N1C[C@H](C)[C@H](CN(C)Cc2cccc(F)c2)Oc2cc(-c3ccccc3)ccc2S1(=O)=O	38.3	.
COc1ccc(NC(=O)Nc2cccc3c2O[C@H](CN(C)S(=O)(=O)c2ccc(Cl)cc2)[C@@H](C)CN([C@H](C)CO)C3=O)cc1	.	-0.7
CCCNC(=O)N(C)C[C@@H]1Oc2cc(C#CC3CC3)ccc2S(=O)(=O)N([C@H](C)CO)C[C@H]1C	-1.9	-0.2
CCCNC(=O)Nc1ccc2c(c1)C(=O)N(C)C[C@@H](OC)[C@@H](C)CN(CC1CCCC1)[C@H](C)CO2	-3.2	0.0
Cc1cc(C(=O)Nc2cccc3c2O[C@H](CN(C)C(=O)NC2CCCCC2)[C@@H](C)CN([C@H](C)CO)C3=O)n(C)n1	-4.6	2.6
C/C(=C/c1ccc(C(=O)O)cc1)c1ccc2c(c1)C(C)(C)CCC2(C)C	33.1	-0.3
O=C(CSc1nc2c(c(C(F)(F)F)n1)CCCC2)Nc1ccccc1	6.0	0.0
CC(C)CC#Cc1cnc2c(c1)C(=O)N([C@@H](C)CO)C[C@@H](C)[C@H](CN(C)S(=O)(=O)c1ccccc1)O2	-7.8	-7.2
COc1ccc(CNC(=O)C[C@@H]2C[C@H]3c4cc(NS(=O)(=O)c5ccc(F)cc5)ccc4O[C@H]3[C@H](CO)O2)cc1	-2.3	0.1
C[C@@H]1CN([C@@H](C)CO)C(=O)Cc2cc(NC(=O)CCC(F)(F)F)ccc2O[C@H]1CN(C)C(=O)Nc1ccccc1	-2.0	1.4
COc1ccccc1S(=O)(=O)N[C@@H]1CC[C@@H](CCNC(=O)C2CCCCC2)O[C@@H]1CO	3.5	0.2
CC(=O)N(C)C[C@H]1Oc2ncc(C#Cc3ccccn3)cc2C(=O)N([C@@H](C)CO)C[C@H]1C	.	0.7
CN1CCN(CC(=O)Nc2sc3c(c2C(=O)Nc2ccccc2)CCCC3)CC1	8.9	-0.1
CC(C)NC(=O)N(C)C[C@H]1OCCCC[C@H](C)Oc2ccc(NS(=O)(=O)c3ccccc3)cc2C(=O)N([C@@H](C)CO)C[C@H]1C	.	-2.1
C[C@@H]1CN([C@H](C)CO)C(=O)c2cccc(NC(=O)NC3CCCCC3)c2O[C@@H]1CN(C)C(=O)Nc1ccc(C(F)(F)F)cc1	-32.5	-0.2
C[C@H](CO)N1C[C@H](C)[C@@H](CN(C)C)Oc2ccc(NS(=O)(=O)c3ccccc3)cc2C1=O	6.8	-0.4
O=C(CSc1nc2cc3ccccc3cc2[nH]1)Nc1ccc(F)cc1	-12.0	-0.2
COc1ccccc1NC(=O)N[C@H]1CC[C@@H](CC(=O)N[C@H](C)c2ccccc2)O[C@@H]1CO	4.6	-0.3
N#Cc1c(NC(=O)Cn2c(=O)oc3cc(Br)ccc32)sc2c1CCCC2	12.0	-0.1
COC(=O)[C@]1(CCC(=O)OC(C)(C)C)N=C(c2ccc(OCCCO)cc2)O[C@@H]1c1ccccc1CN=[N+]=[N-]	25.9	.
COc1ccc(S(=O)(=O)N(C)CC(=O)Nc2cccc(C(F)(F)F)c2)cc1C	-4.1	-0.1
COc1ccc(S(=O)(=O)N(C)C[C@@H]2Oc3c(NC(=O)C4CC4)cccc3C(=O)N([C@@H](C)CO)C[C@H]2C)cc1	.	-1.5
C[C@H](CO)N1C[C@H](C)[C@@H](CN(C)CC2CC2)OCc2cnnn2CCCC1=O	-0.9	0.2
